# PKA-R2B activ: activators of human PKA-R2B complex; activation, % at 11.4 µM; 340,000 tested, 0.079% active; P22694+P31323; PKA-R2B holoenzyme dissociation, Cy5-IP20 fluorescence polarization; R2B truncated from residue 108, S112A mutant; 0% DMSO only, 100% 113 µM cGMP;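 active = activation above a cutoff set at the mean over all compounds plus 3 SD, cut at about 18% in these data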;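 note: higher means more holoenzyme dissociation and a rise in polarization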
# Target sequence (P31323 whole entry, looked up, other chains not shown, the tested form may be a part): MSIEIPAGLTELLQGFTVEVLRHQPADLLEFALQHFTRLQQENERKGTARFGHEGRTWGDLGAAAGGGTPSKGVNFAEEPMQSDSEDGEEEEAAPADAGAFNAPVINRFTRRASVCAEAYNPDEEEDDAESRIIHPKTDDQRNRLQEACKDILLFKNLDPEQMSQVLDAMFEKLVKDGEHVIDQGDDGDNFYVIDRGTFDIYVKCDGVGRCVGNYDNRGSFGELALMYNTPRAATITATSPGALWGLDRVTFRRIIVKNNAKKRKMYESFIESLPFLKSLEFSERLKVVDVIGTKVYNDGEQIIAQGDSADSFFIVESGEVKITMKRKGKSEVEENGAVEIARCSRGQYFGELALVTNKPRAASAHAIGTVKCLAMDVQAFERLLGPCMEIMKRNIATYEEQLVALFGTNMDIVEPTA
# dFosB act: activators of mouse delta FosB homodimer; P13346; purified delta FosB, TAMRA-CDK5 oligo fluorescence polarization; percent of positive-control signal above neutral wells; activation, % at 25 µM; 340,000 tested, 0.99% active; AID 493131;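 active = mean activation above about 17%, with every replicate also reaching it, limit read from the data, passing the limit was not always enough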;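 note: fluorescence polarization rise as delta FosB binds a TAMRA Cdk5 AP-1 oligo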
# NSD2 HMT inh: blocks human histone methyltransferase NSD2; inhibition, % at 12.5 µM; 310,000 tested, 0.54% active; O96028; NSD2 peptide methylation, AlphaScreen, 120 min; in the data active = inhibition above about 50%
# PKA-R1A act: activates the PKA-R1A holoenzyme complex. PKA-R1A dissociation, Cy5-IP20 fluorescence polarization; scaled: DMSO 0%, 113 µM cGMP 100%. activation, % at 11.4 µM. 340,000 tested, 0.083% active. AID 504707;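 active = percent activation above the mean of all tested compounds plus 3 SD, cut at about 19% in these data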;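 note: higher means more PKAc released from R1A so a rise in polarization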
# Arr AP2 block: inhibitors of human beta-arrestin and AP2 interaction. FITC-arrestin peptide / GST-AP2 beads, flow cytometry; AP2 beta2 appendage carries R879A mutation. inhibition, % at 10 µM. 340,000 tested, 0.31% active. AID 504490;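 active = inhibition above a set limit, near 3 SD of compounds lacking own fluorescence, cut at about 54% in these data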;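 note: plate controls were DMSO wells for no effect and 5 µM unlabelled arrestin peptide for full effect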
#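 System: GST-AP2 R879A glutathione beads; medium: PBS, Tween 20 0.05%, BSA 0.1%; reagent: fluorescein-tagged arrestin peptide at 50 nM final; schedule: pre-incubation 12 min, peptide binding 1 h, room temperature; detection: flow cytometry, FL1 (488/535 nm); read-out: inhibition as reduced fluorescein signal on beads, percent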
# DSG3 Ab inh: human desmoglein-3 autoantibody binding inhibition | DSG3-coupled beads, scFv-anti-DSG3-GFP binding, flow cytometry; hits give low values | binding (percent of control), % at 10 µM | 310,000 tested, 0.48% active;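 active = binding more than 3 SD below its plate's average and above zero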;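 note: hits lower antibody fragment binding to DSG3; some compounds called inactive have numbers as strong as hits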
# SR-BI uptake up: activators of SR-BI mediated HDL lipid uptake; CHO ldlA[mSR-BI] cells, DiI-HDL uptake fluorescence, 3 h; 100 = double the neutral-control signal; activation, % at 12.5 µM; 320,000 tested, 0.096% active;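 active = mean replicate activation of at least 60% and every replicate at or above 60%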;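 note: 0% = median plate neutral-control signal and 100% = twice that signal; values of inactives mirror those of a sister screen read the other way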
#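 Assay system: CHO ldlA[mSR-BI] cells, LDL receptor-null, SR-BI overexpressing; medium: Ham's F12 with 0.5% BSA, HEPES 25 mM, pH 7.4; also added: DiI-HDL 10 µg/mL; timing: 3 h uptake period with compound, 37 °C; signal: DiI fluorescence, bottom read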
# SUMO Mot1 rescue: inhibitors of SUMOylation pathway: yeast Mot1-301 growth rescue; S. cerevisiae Mot1-301 growth rescue, ATP luminescence, 38.5C; percent above DMSO median, 100 means doubled; growth rescue, % at 18.8 µM; 320,000 tested, 1% active; AID 2716;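 active = every valid replicate shows activation above 250% relative to neutral control wells; inactive = the rest, any valid replicate at or below 250%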;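 note: OY570 slx delta 5 strain wells were the positive control but not used for scaling; some compounds called inactive have numbers as strong as hits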
# SR-BI HDL uptake: blocks mouse SR-BI lipid uptake from DiI-HDL; Q61009; ldlA[mSR-BI] CHO cells, DiI-HDL uptake fluorescence, 3 h; inhibition, % at 12.5 µM; 320,000 tested, 0.96% active;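 active = mean replicate inhibition of at least 70% and a set share of replicates each scoring 70 or more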;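 note: 0% = median of neutral control wells and 100% = median of positive control wells; values of inactives mirror those of a sister screen read the other way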
# CDK5 inh: blocks human CDK5/p35 kinase activity; 330,000 tested, 0.01% active; AID 488839; Recombinant CDK5/p35, ADP-Glo luminescence, 60 min; Q00535+Q15078; inhibition, % at 10 µM;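 active = highest replicate inhibition of at least 50% and at least 75% of replicates reaching 50%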;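 note: plate controls were DMSO neutral control for no effect and GW8510 at 10 µM for full effect; many of its hits are not listed in these tables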
# Target sequence (Q00535 whole entry, looked up): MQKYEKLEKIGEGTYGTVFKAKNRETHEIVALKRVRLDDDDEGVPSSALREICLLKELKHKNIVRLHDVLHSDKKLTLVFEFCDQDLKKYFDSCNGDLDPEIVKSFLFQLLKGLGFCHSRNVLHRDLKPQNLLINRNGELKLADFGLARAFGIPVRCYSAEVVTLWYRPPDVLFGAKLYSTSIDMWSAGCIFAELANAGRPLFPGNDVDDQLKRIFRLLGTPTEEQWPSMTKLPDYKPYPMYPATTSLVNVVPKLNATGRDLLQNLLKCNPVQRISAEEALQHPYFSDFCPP
# Target sequence (Q15078 whole entry, looked up): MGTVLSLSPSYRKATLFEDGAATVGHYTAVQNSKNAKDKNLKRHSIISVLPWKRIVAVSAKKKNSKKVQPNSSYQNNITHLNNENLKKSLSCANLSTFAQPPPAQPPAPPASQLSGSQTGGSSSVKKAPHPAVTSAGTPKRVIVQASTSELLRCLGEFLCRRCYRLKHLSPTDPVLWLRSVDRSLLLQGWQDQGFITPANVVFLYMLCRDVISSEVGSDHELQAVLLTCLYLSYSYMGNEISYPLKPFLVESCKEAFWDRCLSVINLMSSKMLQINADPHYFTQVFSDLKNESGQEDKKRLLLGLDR
# MITF TRPM1 HTS: increases MITF-driven TRPM1 promoter luciferase signal. SK-MEL-5 TRPM1-promoter luciferase, 24 h; % of positive control, neutral wells = 0. activation, % at 12.5 µM. 300,000 tested, 0.75% active;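 active = mean activation of at least 80% with every replicate also reaching 80%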;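 note: 0% = neutral control wells and 100% = parthenolide positive control wells; values of inactives mirror those of a sister screen read the other way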
# Starred values were filed as active, the others as inactive; · = no result given. Compounds were not picked by outcome; any-hit rate near 4.7%.
Molecule,PKA-R2B activ,dFosB act,NSD2 HMT inh,PKA-R1A act,Arr AP2 block,DSG3 Ab inh,SR-BI uptake up,SUMO Mot1 rescue,SR-BI HDL uptake,CDK5 inh,MITF TRPM1 HTS
O=C(CSc1nnc(COc2cccc3ccccc23)o1)N1c2ccccc2CCc2ccccc21,-2,3,0,-5,-9,102,-45,4,45,0.0,-8
O=C(NCc1cccs1)C1CCC(=O)N(Cc2cccc(C(F)(F)F)c2)C1 (centres undefined),1,2,0,5,12,·,17,365,-17,1.1,15
COc1ccc(NC(=O)CN2C(=O)NC(C)(c3ccccc3)C2=O)c(OC)c1 (centres undefined),1,-9,-6,13,2,104,-6,-4,6,0.1,-7
CC(=O)Nc1cccc(NC(=S)Nc2ccc(F)cc2F)c1,5,3,-2,-2,-3,97,10,605*,-10,3.0,-1
COC(=O)c1ccc(-n2c(C)cc(/C=N/n3cnnc3)c2C)cc1,-14,-7,1,-2,15,107,11,7,-11,-0.4,·
O=C1CSC2=NCN(c3ccc4c(c3)OCO4)CN12,-9,10,3,-2,4,97,33,2,-33,-0.2,·
Cc1cccc(OCC(=O)NC(=S)Nc2ccccc2N2CCOCC2)c1C,-6,-5,0,5,-1,93,-19,-6,19,-1.3,-9
CCOC(=O)c1sc(N)c(C(=O)Nc2ccccc2)c1C,5,-2,-3,1,7,102,-4,-19,4,-3.7,46
Nn1c(SCC(=O)NC2CCCCC2)nnc1-c1ccco1,-2,-1,4,-15,-1,79,-48,-7,48,-0.7,1
O=[N+]([O-])c1ccc(-c2nc3ccc([N+](=O)[O-])cc3[nH]2)cc1,-2,0,2,-8,6,100,-30,5,30,-0.9,7
CCOC(=O)C1=C(CN2c3ccccc3CC2C)NC(=O)NC1c1ccccc1 (centres undefined),3,-14,4,5,10,104,-8,4,8,-0.4,-16
CCc1ccc(NC(=O)CC2C(=O)Nc3c2c(=O)n(C)c(=O)n3C)cc1 (centres undefined),1,-8,-1,-1,-12,111,3,-6,-3,-2.4,-1
COc1ccc(NC(=O)NC2CCCCCCC2)c(OC)c1,-7,-6,0,11,-10,111,-38,-7,38,-3.6,45
CCN(CC)S(=O)(=O)c1ccc2c(c1)N(CC(=O)Nc1ccc(NC(C)=O)cc1)C(=O)CO2,-4,-2,-3,-5,8,94,-17,-1,17,0.6,-7
COC(=O)c1cn(NC(=O)c2ccccc2[N+](=O)[O-])c(=O)c2ccccc12,-6,-2,-8,6,47,106,0,6,0,-0.5,-4
COc1cc(S(=O)(=O)N2CCOCC2)ccc1F,0,3,1,3,25,100,2,-5,-2,-1.4,-12
CCOc1ccccc1CNc1ncnc2ccc(-c3c(C)noc3C)cc12,-8,-4,·,-9,1,·,-16,20,16,-0.1,-32
NC(=O)CCCn1c(C(=O)c2ccc(Cl)cc2)c2ccc([N+](=O)[O-])cc2[n+]1[O-],-9,-3,·,-9,25,106,-23,-6,23,1.5,-19
Cc1cc(NC(=O)c2cccc3ccccc23)cc(C)c1OCC(=O)N1CCOCC1,-8,0,0,-6,8,96,-30,-8,30,0.7,-10
COCCOC(=O)c1c(C)n(C)c2ccc(OC(=O)c3ccccc3F)cc12,-10,-2,-1,0,50,114,17,133,-17,0.7,11
COC(=O)c1cc(S(=O)(=O)N2CCCCC2C)c[nH]1 (centres undefined),-10,-3,-2,-10,23,97,21,161,-21,·,-13
Cc1nnc2sc(COc3ccccc3)nn2c1=O,1,-5,-4,0,10,107,18,120,-18,0.8,1
CCN(CCO)Cc1cc(=O)oc2c(C)c(C)ccc12,-2,-4,4,-8,10,95,-2,41,2,8.0,-5
CC(C)Cn1nc(C(=O)NCc2ccccc2CN2CCCC2)c2ccccc2c1=O,-4,-2,1,1,49,108,10,-17,-10,-2.3,·
CN(C)S(=O)(=O)c1cccc(NC(=O)C(c2ccccc2)c2ccccc2)c1,2,4,1,-2,4,103,17,404*,-17,-0.4,3
Cc1ccccc1NC(=O)C1CCCN1/C=C/C(=O)C(F)(F)F (centres undefined),-5,6,-2,-11,42,99,10,-11,-10,0.2,-5
O=C(Oc1oc(-c2ccco2)nc1C=Nc1ccc(Cl)cc1)c1ccco1,-11,-4,2,-3,1,109,18,-10,-18,-3.7,29
NC(=O)c1ccccc1NC(=O)CC1(CC(=O)O)CCCC1,1,-2,1,8,-2,108,17,-17,-17,-0.5,-7
Cc1cccc(NC(=O)NCC2CC2)c1,1,-9,-2,-5,3,98,·,26,·,-0.2,2
COc1cccc(C(=O)Nc2cc(NC(=O)c3cccs3)ccc2C)c1OC,0,-10,1,0,12,134,-69,-10,69,-1.0,·

# Ordered by the number under MITF TRPM1 HTS (largest number first): some entries from above.
smiles	MITF TRPM1 HTS
Cc1nnc2sc(COc3ccccc3)nn2c1=O	1
NC(=O)c1ccccc1NC(=O)CC1(CC(=O)O)CCCC1	-7
O=C(CSc1nnc(COc2cccc3ccccc23)o1)N1c2ccccc2CCc2ccccc21	-8

# Looked up above:
# Reading for CC(=O)Nc1cccc(NC(=S)Nc2ccc(F)cc2F)c1 in DSG3 Ab inh: 97
# Reading for O=[N+]([O-])c1ccc(-c2nc3ccc([N+](=O)[O-])cc3[nH]2)cc1 in SUMO Mot1 rescue: 5
# Reading for COc1ccc(NC(=O)NC2CCCCCCC2)c(OC)c1 in CDK5 inh: -3.6

# (list continues)
Molecule,PKA-R2B activ,dFosB act,NSD2 HMT inh,PKA-R1A act,Arr AP2 block,DSG3 Ab inh,SR-BI uptake up,SUMO Mot1 rescue,SR-BI HDL uptake,CDK5 inh,MITF TRPM1 HTS
COCCn1c(=NC(=O)/C=C/c2ccccc2Cl)sc2cc(NC(C)=O)ccc21,-1,27*,-1,-4,-10,101,-58,14,58,1.0,1
COc1cc(NC(=O)CCn2c(=S)oc3ccccc32)cc(OC)c1OC,2,-5,-2,10,30,113,-19,-1,19,-0.1,-2
O=S(=O)(NCc1cccnc1)c1cccn1-c1ncc(C(F)(F)F)cc1Cl,-3,-4,0,11,4,95,-1,806,1,-0.1,-15
O=C(NCC1CCCO1)c1ccc2c(=O)n(-c3ccccc3)c(=S)[nH]c2c1 (centres undefined),-4,6,-2,13,-10,67,-5,-12,5,-1.6,5
COc1cc(CN2CCN(CCOCCO)CC2)cc(OC)c1OC,8,-8,-4,9,-4,98,18,-15,-18,1.4,1
COc1cc(OC)cc(C(=O)N/N=C\c2ccoc2)c1,15,-12,21,1,29,104,5,-10,-5,-1.4,-2
Cc1ccc(N(CC(=O)N/N=C/c2ccc(OC3CSC3)cc2)S(=O)(=O)c2ccccc2)c(C)c1,-4,-5,-5,-6,29,128,-27,3,27,1.3,0
Cc1nnc(NC(=O)CSc2nnc(CC(=O)Nc3ccccc3C)n2C)s1,-9,-6,0,3,3,103,13,-19,-13,1.5,-2
CCOc1ccc(Br)cc1S(=O)(=O)N1CCC(C(=O)O)CC1,1,5,-3,-6,3,95,0,-3,0,0.2,13
FC(F)(F)c1cc(N2CCN(Cc3ccccc3)CC2)c2ccccc2n1,5,-2,-2,-15,7,101,-3,64,3,1.3,7
CCCN(CCC)C(=O)CSc1nc2ccccc2c(=O)n1C1CCCC1,4,-15,·,6,-9,102,-36,10,36,-2.4,·
COc1ccc(OCc2nn3c(-c4cccc(OC)c4)nnc3s2)cc1,-10,-10,-1,-7,8,105,-7,297,7,-4.8,1
O=C(c1cccnc1)N1N=C(c2cccs2)CC1c1ccc(F)cc1 (centres undefined),1,-8,-7,5,5,103,12,·,-12,-1.8,-4
N#CC1=C(N)Oc2cc(N)ccc2C1c1ccccc1 (centres undefined),-5,1,-4,-5,8,117,24,·,-24,-0.1,·
O=C(CNC(=O)c1ccc(N2C(=O)c3ccccc3C2=O)cc1)OCC(=O)c1cccc2ccccc12,-3,9,-1,6,5,108,-15,8,15,-2.0,5
COc1ccccc1-n1ccnc1SCC(=O)NCc1ccco1,-7,-1,0,-8,19,·,12,117,-12,0.8,4
CCn1nnnc1-c1ccc(OC)c(S(=O)(=O)Nc2ccc(OC)cc2)c1,-3,-5,0,-8,0,·,-8,14,8,-2.2,4
COc1ccccc1OCC#CCNC1CCCCC1C (centres undefined),-7,3,1,9,-1,107,36,·,-36,-2.5,13
COc1ccc(C(C)(C)C)cc1NC(=O)C1CCCO1 (centres undefined),-6,-9,-3,0,20,113,-2,0,2,0.0,5
Cc1ccc(N=Nc2[nH]c3ccccc3c2O)cc1,0,-8,1,6,-9,119,2,15,-2,0.7,13
O=C1CCCCCCCN1Cc1ccccc1,-4,-5,-5,12,-17,112,2,-15,-2,-2.7,·

# 4 entries from above in another layout:
# Results follow in this order: PKA-R2B activ	dFosB act	NSD2 HMT inh	PKA-R1A act	Arr AP2 block	DSG3 Ab inh	SR-BI uptake up	SUMO Mot1 rescue	SR-BI HDL uptake	CDK5 inh	MITF TRPM1 HTS
- CCOC(=O)C1=C(CN2c3ccccc3CC2C)NC(=O)NC1c1ccccc1 (centres undefined)
→ 3	-14	4	5	10	104	-8	4	8	-0.4	-16
- O=C(CNC(=O)c1ccc(N2C(=O)c3ccccc3C2=O)cc1)OCC(=O)c1cccc2ccccc12
→ -3	9	-1	6	5	108	-15	8	15	-2.0	5
- CCOc1ccccc1CNc1ncnc2ccc(-c3c(C)noc3C)cc12
→ -8	-4	·	-9	1	·	-16	20	16	-0.1	-32
- CCn1nnnc1-c1ccc(OC)c(S(=O)(=O)Nc2ccc(OC)cc2)c1
→ -3	-5	0	-8	0	·	-8	14	8	-2.2	4
